M. tuberculosis HTS: M. tuberculosis growth inhibition, HTS (AID 449762); M. tuberculosis H37Rv growth inhibition, 7H9 media; higher % means a stronger effect; inhibition, % at 25 µM; hits with a dose series show IC50 in µM; 0.59% of 330,000 active; in the data active = a potency from the dose series; inconclusive = inhibition above about 70% without an active follow-up result;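 also: bacterial growth assessed after seven days of incubation; strong numbers were not always called active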
tuberculosis growth: growth inhibition of non-replicating M. tuberculosis (AID 488890); Mycobacterium tuberculosis non-replicating, growth inhibition; higher % means a stronger effect; inhibition, % at 25 µM; hits with a dose series show IC50 in µM; 0.39% of 320,000 active; in the data active = a potency from the dose series; inconclusive = inhibition mostly from about 82% at the one dose, without a potency; inactive = the rest, 99 in 100 with inhibition below about 76%;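 also: plate controls were DMSO cells for no effect and high antibiotic wells for full effect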
inhibitors of VEEV: inhibitors of VEEV TC-83 cytopathic effect, confirmation, Vero cells (AID 588727); 0.13% of 350,000 active; Vero cells, VEEV TC-83 cytopathic effect inhibition; higher % means a stronger effect; one-dose inhibition, % at 20 µM; IC50 in µM for titrated hits; in the data active = a potency from the dose series; inconclusive = inhibition mostly from about 14% at the one dose, without a potency; inactive = the rest, 99 in 100 with inhibition below about 12%; also: strong numbers were not always called active
H1N1 NS1A inhibition: H1N1 influenza NS1A inhibitors, functional cell based assay (AID 504329) | 0.3% of 340,000 active | NS1A functional cell-based assay, percent inhibition; higher % means a stronger effect | inhibition, % at 12.5 µM, or IC50 in µM where a hit was titrated; in the data active = a potency from the dose series; inconclusive = inhibition above about 27% without an active follow-up result; also: strong numbers were not always called active
PhoP GFP inhibition: PhoP regulon inhibitors, Salmonella typhi PhoP promoter GFP reporter, confirmatory (AID 1850); Salmonella Typhi PhoP-promoter GFP reporter, fluorescence, 4 h; higher % means a stronger effect; one-dose inhibition, % at 50 µM; IC50 in µM for titrated hits; 0.33% of 310,000 active; in the data active = a potency from the dose series; inconclusive = inhibition mostly from about 25% at the one dose, without a potency; inactive = the rest, 99 in 100 with inhibition below about 19%;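 also: 0% = induced wells with vehicle and 100% = uninduced wells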
inhibitors of VEEV 10K pilot screen: recorded beside inhibitors of VEEV, whose call it bears; inhibition, %; measured here: 10K pilot screen inhibition
* hit, by the source's call; i = inactive; ? = inconclusive; · = not tested or not shown.

SMILES	M. tuberculosis HTS	tuberculosis growth	inhibitors of VEEV	H1N1 NS1A inhibition	PhoP GFP inhibition	others
COc1ccc(CCN=C(N)NS(=O)(=O)c2ccc(OC)c(OC)c2)cc1OC	0%	12%	3.4%	-8%	-2%
CC(=O)Nc1ccc(S(=O)(=O)Oc2cccc(/C=N/N=C3/NC(=O)C(CC(=O)O)S3)c2)cc1 (stereo unspecified)	-3%	-9%	2.1%	-2%	0%	inhibitors of VEEV 10K pilot screen=1.4
CCN(c1ccccc1)c1cc(C)nc2ncnn12	0%	15%	0.2%	-3%	-7%
CC(C)c1ccc(NC(=O)Cn2c(=O)oc3cccnc32)cc1	9%	-4%	i	-20%	3%
c1cn(CCCNc2ncnc3sc4c(c23)CCC4)cn1	-1%	7%	2.4%	7%	-15%
COC(=O)[C@@]12CCCN1[C@H](c1ccc(-c3ccc(F)cc3)c(OC)c1)[C@H]1C(=O)N(C)C(=O)[C@H]12	-4%	3%	0.3%	9%	-6%
Cc1csc2nc(CNC(=O)c3cccc(C(F)(F)F)c3)cn12	7%	1%	0.8%	-22%	6%
O=C(CNC1CCCC1)Nc1cc(Cl)ccc1[N+](=O)[O-]	4%	-12%	i	5%	7%
COc1ccc(CCNC(=O)c2nnn(CC(=O)Nc3cccc(F)c3)c2N)cc1OC	4%	12%	4.5%	-8%	-7%
Cc1cc(C(=O)OCC(=O)Nc2ccc(F)cc2)c(C)n1C1CC1	-2%	-5%	0.5%	-5%	·
CCOc1ccc(C2CC(=O)NC(SCC(=O)OC)=C2C#N)cc1 (stereo unspecified)	2%	·	1.6%	-4%	26%
CCOc1ccc(OCCOCCOc2c(Cl)cccc2Cl)cc1	-2%	29%	1.2%	-3%	-2%
CC(C)(C)c1ccc(-c2nc3cc(N)ccc3o2)cc1	?	-18%	0.9%	-7%	7%
COc1ccc(C(=O)COC(=O)c2ccc(Cl)nc2)c(OC)c1	?	i	8.4%	-10%	3%
COc1ccc(Cc2nnc(SCC(=O)c3ccccc3)o2)cc1	2%	54%	1.2%	-19%	3%
COc1ccc(C(=O)OCCNC(=O)c2c(Cl)nc3ccccn23)cc1	10µM*	-2%	9.8%	-20%	-10%
Cc1ccc(S(=O)(=O)NC(CC(C)C)C(=O)Oc2ccc3c4c(c(=O)oc3c2)CCC4)cc1 (stereo unspecified)	?	56%	1.1%	4%	-6%
C=C(C)Cc1c(C)nc(-c2ccccc2)[nH]c1=O	0%	-5%	0.4%	-4%	4%
CC(Oc1ccccc1F)c1nnc(SCC(=O)c2c(N)n(C3CC3)c(=O)[nH]c2=O)o1 (stereo unspecified)	-8%	1%	9.1%	-11%	·
CCc1ccc2c(c1)C1(SC(NC(C)=O)=NN1C(C)=O)C(=O)N2C(C)C (stereo unspecified)	-1%	5%	1.9%	5%	1%
Cn1c(N)c(C(=O)COC(=O)C2(c3ccc(Cl)cc3)CCCC2)c(=O)n(C)c1=O	4%	2%	2.0%	9%	6%
O=[N+]([O-])c1cccc(-c2ccc3nnc(SCc4ccccn4)n3n2)c1	2%	-1%	0.1%	-4%	-8%
CC1CCCCC1NC(=O)CN1C(=O)NC(C)(c2cc(F)ccc2F)C1=O (stereo unspecified)	-9%	-2%	i	-2%	·
COc1ccc(OC)c(Nc2nc3nonc3nc2N2CCCC(C)C2)c1 (stereo unspecified)	0%	33%	i	9%	-1%
O=C1/C(=C/c2ccco2)SC(=S)N1CCC(=O)N1CCCCC1CCO (stereo unspecified)	4%	46%	?	10%	-12%

Some of these compounds in order of count of non-hydrogen atoms, highest first:
SMILES	M. tuberculosis HTS	tuberculosis growth	inhibitors of VEEV	H1N1 NS1A inhibition	PhoP GFP inhibition	others
COc1ccc(CCN=C(N)NS(=O)(=O)c2ccc(OC)c(OC)c2)cc1OC	0%	12%	3.4%	-8%	-2%
O=[N+]([O-])c1cccc(-c2ccc3nnc(SCc4ccccn4)n3n2)c1	2%	-1%	0.1%	-4%	-8%
Cc1cc(C(=O)OCC(=O)Nc2ccc(F)cc2)c(C)n1C1CC1	-2%	-5%	0.5%	-5%	·

2 compounds drawn at random from those above:
SMILES	M. tuberculosis HTS	tuberculosis growth	inhibitors of VEEV	H1N1 NS1A inhibition	PhoP GFP inhibition	others
COc1ccc(Cc2nnc(SCC(=O)c3ccccc3)o2)cc1	2%	54%	1.2%	-19%	3%
COc1ccc(CCNC(=O)c2nnn(CC(=O)Nc3cccc(F)c3)c2N)cc1OC	4%	12%	4.5%	-8%	-7%

Additional results follow.
SMILES	M. tuberculosis HTS	tuberculosis growth	inhibitors of VEEV	H1N1 NS1A inhibition	PhoP GFP inhibition	others
COc1ccc(NC(=O)C2CC(=O)n3ncnc3N2)cc1 (stereo unspecified)	1%	-1%	2.2%	-2%	-1%
CCN(CC(=O)Nc1ccc(NC(C)=O)cc1)C(=O)c1ccc2c(c1)S(=O)(=O)N=C1CCCCCN12	-3%	3%	1.6%	-1%	-10%
CC(c1ccco1)N(C(=O)COc1ccccc1[N+](=O)[O-])c1ccccn1 (stereo unspecified)	-7%	-10%	i	0%	4%
O=C(c1ccc(S(=O)(=O)N2CCCCCC2)cc1)N1CCN(c2ccccn2)CC1	-7%	17%	1.6%	7%	3%
CCN(CC(=O)NC(=O)NCc1ccco1)Cc1ccccc1	-6%	3%	6.5%	1%	-2%
Cc1ccc(/C=C/C(=O)N2CC(C)CC(C)C2)o1 (stereo unspecified)	8.1µM*	?	0.3%	5%	-6%
O=C(NCC1CCCO1)C(c1ccncc1)N(Cc1ccc(F)cc1)C(=O)CN1C(=O)c2ccccc2S1(=O)=O (stereo unspecified)	1%	-9%	0.1%	15%	-2%
COc1ccccc1C(CNc1ncnc2sc(C)c(C)c12)N(C)C (stereo unspecified)	-2%	8%	0.2%	8%	-14%
O=C(CN1CCN(c2ccccc2)CC1)N/N=C/c1cccc(F)c1	0%	11%	0.9%	-25%	-6%
Cc1ccc(S(=O)(=O)c2cc(C)cc(S(=O)(=O)Nc3ccc(C(=O)O)cc3)c2C)cc1	2%	-9%	i	-6%	9%
O=C(NCc1ccc(F)cc1)Nc1cccc(Cl)c1	-4%	36%	i	-7%	-5%
CC1Cc2ccccc2N1CC(=O)Nc1cccc(S(N)(=O)=O)c1 (stereo unspecified)	4%	12%	i	2%	-2%
Cn1nccc1C(=O)N1CCc2c([nH]c3ccccc23)C1c1ccc(F)cc1 (stereo unspecified)	57%	33%	8.7%	7%	-3%
COCC(C)n1c(C)cc(C(=O)COC(=O)c2ccc(N3CCCC3=O)cc2)c1C (stereo unspecified)	·	30%	4.1%	11%	-2%
Cc1ccc([C@H]2C(C(=O)O)=CC[C@@H](c3cccc(C)c3)N2S(=O)(=O)c2ccc(C)cc2)cc1	-1%	39%	1.1%	-13%	·
CCOC(=O)c1c(C)n(C)c2ccc(O)c(CN3CCN(C)CC3)c12	3%	?	i	-6%	-11%
COC(=O)c1ccc(NC(=O)c2snnc2-c2ccccc2)cc1	0%	8%	1.1%	-10%	-5%
CCCS(=O)(=O)c1nc(S(=O)(=O)c2ccc(C)cc2)c(N2CC(C)OC(C)C2)s1 (stereo unspecified)	2%	1%	i	3%	1%
CC(Sc1nnc(Cc2ccc3c(c2)OCO3)o1)C(N)=O (stereo unspecified)	3%	33%	0.6%	-2%	2%
C/C(=N/OC(=O)c1cccc(C(F)(F)F)c1)c1cnccn1	1%	14%	0.9%	14%	-5%
O=C(Cc1c(F)cccc1Cl)NCc1cccnc1	1%	0%	i	-1%	-3%
O=c1sc(/C=N/Nc2ccccc2)c(Cl)n1Cc1ccccc1	11%	-15%	0.5%	4%	-6%
COc1ccc(OCC(=O)OCC(=O)NC2CCCC2)cc1	3%	-14%	1.9%	-14%	·
Cc1nc2ncnn2c(N2CCC(C(=O)NC3CCCC3)CC2)c1Cc1ccccc1	-12%	16%	0.6%	0%	-9%
Cc1cc(C)n(C(=O)/C(C#N)=C/N(C)C)n1	-3%	-8%	i	-7%	-4%
SMILES	M. tuberculosis HTS	tuberculosis growth	inhibitors of VEEV	H1N1 NS1A inhibition	PhoP GFP inhibition	others
COC(=O)Cc1nc(Nc2ccccc2)sc1C	2%	-4%	1.5%	·	10%
COc1ccc(C(C)(C)C)cc1NC(=O)c1ccoc1C	-4%	-1%	i	2%	0%
COc1ccc(OC)c(Nc2nc3nonc3nc2N2CCCCC2)c1	-2%	-11%	0.4%	17%	-4%
N#C/C(=C\c1ccc([N+](=O)[O-])cc1)C(=O)NCCCn1ccnc1	-6%	-21%	0.1%	-12%	18%
O=C(NCc1cccs1)c1ccc(CS(=O)Cc2cccc(Cl)c2)o1 (stereo unspecified)	6%	14%	i	0%	10%
Cc1nonc1C(=O)N/N=C/c1ccncc1	-2%	-15%	i	-5%	-15%
CCOc1ccc(CCNC(=O)COC(=O)c2cccc(S(=O)(=O)N3CCOCC3)c2)cc1OCC	5%	13%	2.8%	-6%	-7%
CCc1cc(C(=O)Cc2ccc(F)cc2)c(O)cc1O	6%	47%	3.1%	-7%	-11%
COc1ccc(NC(=O)CSc2nnnn2C2CCCC2)c(OC)c1	·	·	2.2%	9%	·
O=C(CSc1nnc(CNC(=O)c2ccccc2)o1)NCCc1ccccc1	9%	?	2.3%	-11%	-5%
COc1ccc(-c2nnc(SC)n2C)cc1	-4%	-12%	2.5%	-108%	2%
COc1ccc(C2=NCC(=O)N(CC(=O)NCc3ccco3)c3sc4c(c32)CCCC4)cc1OC	0%	25%	0.8%	-3%	-15%
CCOc1ccc2nc(NC(=O)NC3CCCCC3)sc2c1	1%	1%	0.8%	-2%	-18%
CC(=O)c1cc(CN2CCN(CCC(C)C)C(CCO)C2)cs1 (stereo unspecified)	6%	-5%	1.3%	-29%	-3%
CSCc1nnc(NC(=O)c2ccc(S(=O)(=O)N(C)C)cc2)o1	-3%	-13%	i	-6%	2%
O=C(Cc1ccccc1[N+](=O)[O-])NCc1ccco1	-8%	-10%	1.9%	-2%	4%
CCOc1cc(/C=C2/C(=O)NN(c3cccc(Cl)c3)C2=O)ccc1O	0%	55%	i	9%	4%
Cc1cc(N/C(=N\S(=O)(=O)c2ccc(F)cc2F)c2ccccc2)no1	-4%	14%	i	-19%	-11%
CCC(=O)NC1=C(C#N)C2(CCCC2)Cc2ccccc21	2%	-7%	8.6%	-5%	16%
COc1cc(/C=N/NC(=O)c2cccc3ccccc23)cc(OC)c1OC	-1%	-9%	i	-25%	4%
CC(=O)N1CCN(C(=S)c2ccc(-c3ccc(Cl)cc3)o2)CC1	8%	28%	0.7%	4%	1%
CCOC(=O)c1ccccc1NC(=S)N1CCN(C(=O)c2ccco2)CC1	2%	-16%	2.7%	3%	6%
O=C1Nc2ccc(NS(=O)(=O)c3cccs3)c3cccc1c23	-1%	-8%	11%	-3%	10%
Cc1cccc(CSCc2ccc(C(=O)NC3CCCC3)o2)c1	-8%	72%	4.1%	-1%	16%
Cc1sc2ncn(Cc3ccccc3F)c(=O)c2c1C	-1%	26%	1.2%	-6%	-3%
O=C1CC(N(CCc2ccccc2)C(=S)Nc2ccccc2)C(=O)N1c1ccc(Br)cc1 (stereo unspecified)	3%	25%	i	-4%	-24%
COc1ccccc1C(=O)OCCN=C1NS(=O)(=O)c2ccccc21	-7%	·	i	-9%	-6%

6 consecutive compounds from above, for reference:
SMILES	M. tuberculosis HTS	tuberculosis growth	inhibitors of VEEV	H1N1 NS1A inhibition	PhoP GFP inhibition	others
CCOC(=O)c1ccccc1NC(=S)N1CCN(C(=O)c2ccco2)CC1	2%	-16%	2.7%	3%	6%
O=C1Nc2ccc(NS(=O)(=O)c3cccs3)c3cccc1c23	-1%	-8%	11%	-3%	10%
Cc1cccc(CSCc2ccc(C(=O)NC3CCCC3)o2)c1	-8%	72%	4.1%	-1%	16%
Cc1sc2ncn(Cc3ccccc3F)c(=O)c2c1C	-1%	26%	1.2%	-6%	-3%
O=C1CC(N(CCc2ccccc2)C(=S)Nc2ccccc2)C(=O)N1c1ccc(Br)cc1 (stereo unspecified)	3%	25%	i	-4%	-24%
COc1ccccc1C(=O)OCCN=C1NS(=O)(=O)c2ccccc21	-7%	·	i	-9%	-6%
